# MOR-DOR inv ag: inverse agonists of MOR-DOR heterodimerization, primary screen, cell-based, luminescence; Mu-type opioid receptor (Homo sapiens) + Delta-type opioid receptor (Homo sapiens), …; cell-based MOR-DOR heterodimer luminescence, inverse agonism; inhibition, % at 9.3 µM; AID 504357, 2011; hit rate 0.21% among 340,000; in the data active = inhibition above about 22%, passing the limit was not always enough;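 also: 0% = cells with DMSO and 100% = wells without cells with DMSO; values of inactives mirror those of a sister screen read the other way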
# MOR-DOR ag: agonists of OPRM1-OPRD1 heterodimerization, primary screen, cell-based, luminescence | Mu-type opioid receptor (Homo sapiens) + Delta-type opioid receptor (Homo sapiens), … | AID 504326, 2011 | hit rate 0.3% among 340,000 | cells | activation, % at 9.3 µM; in the data active = activation above about 18%;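 also: 0% = vehicle-treated cells and 100% = reference agonist; values of inactives mirror those of a sister screen read the other way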
# Ecoli viability: E. coli V3065 growth inhibition, primary screen, counter-screen for AddAB inhibitor project, absorbance, OD600. 18 h. inhibition, % at 11.9 µM. hit rate 0.27% among 330,000. AID 449728, 2010;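 active = inhibition above the campaign's mean inhibition across all tested compounds plus 3 SD, cut at about 9.9% in these data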;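 also: uninfected addAB+ strain grown without phage in ampicillin broth; 0% = DMSO wells and 100% = ciprofloxacin 0.95 µg/ml wells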
# Tat export inh: E. coli Tat export inhibitors, primary screen, MC4100, TorA-mCherry reporter, fluorescence, single point. inhibition, % at 10 µM. hit rate 0.036% among 340,000. AID 488895, 2010;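 active = mean replicate inhibition at least 50% and at least half of replicates individually reaching 50%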;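 also: exported cargo escapes ClpAP degradation while cytoplasmic cargo is degraded and loses fluorescence; 0% = median of neutral control wells and 100% = median of NaSCN control wells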
# DSG3 Ab inh: inhibitors of pemphigus antibody binding to DSG3, primary screen, biochemical, bead-based, flow cytometry, scFv-GFP | DSG3-coupled beads, scFv-anti-DSG3-GFP binding; hits give low values | binding (percent of control), % at 10 µM | hit rate 0.48% among 310,000 | AID 588358, 2011;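 active = binding more than 3 SD below its plate's average and above zero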;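 also: hits lower antibody fragment binding to DSG3; some compounds called inactive have numbers as strong as hits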
# Target sequence (P32926 whole entry, looked up, the tested form may be a part): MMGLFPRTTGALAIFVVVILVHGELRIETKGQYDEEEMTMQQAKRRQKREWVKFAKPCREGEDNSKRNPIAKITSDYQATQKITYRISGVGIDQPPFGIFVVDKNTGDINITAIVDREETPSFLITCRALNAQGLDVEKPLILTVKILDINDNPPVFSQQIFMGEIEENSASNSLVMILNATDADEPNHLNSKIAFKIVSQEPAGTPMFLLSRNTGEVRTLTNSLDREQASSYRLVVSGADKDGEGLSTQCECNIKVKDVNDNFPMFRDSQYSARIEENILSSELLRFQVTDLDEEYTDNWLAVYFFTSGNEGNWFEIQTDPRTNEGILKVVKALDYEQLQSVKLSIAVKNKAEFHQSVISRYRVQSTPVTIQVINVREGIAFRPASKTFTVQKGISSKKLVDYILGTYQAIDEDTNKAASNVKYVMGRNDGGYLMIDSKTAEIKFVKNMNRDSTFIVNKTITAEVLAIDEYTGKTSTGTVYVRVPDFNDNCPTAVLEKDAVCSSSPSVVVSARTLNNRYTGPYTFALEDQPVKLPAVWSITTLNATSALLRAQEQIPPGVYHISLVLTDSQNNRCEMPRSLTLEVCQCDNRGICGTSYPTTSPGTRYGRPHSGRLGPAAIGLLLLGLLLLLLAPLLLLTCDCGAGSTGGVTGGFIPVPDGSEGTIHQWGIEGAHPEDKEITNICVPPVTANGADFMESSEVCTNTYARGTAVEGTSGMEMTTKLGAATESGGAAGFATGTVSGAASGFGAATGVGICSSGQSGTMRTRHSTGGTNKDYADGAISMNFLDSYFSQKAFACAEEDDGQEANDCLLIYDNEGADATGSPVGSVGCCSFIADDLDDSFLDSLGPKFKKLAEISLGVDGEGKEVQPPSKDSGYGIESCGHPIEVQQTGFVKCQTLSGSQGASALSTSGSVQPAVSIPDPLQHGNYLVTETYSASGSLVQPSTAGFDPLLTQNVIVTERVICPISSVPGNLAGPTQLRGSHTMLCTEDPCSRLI
# Mot1-301 SUMO: yeast Mot1-301 growth rescue at high temperature, primary screen, SUMOylation pathway inhibitor project, S. cerevisiae, ATP luminescence, 38.5C. hit rate 1% among 320,000. S. cerevisiae Mot1-301 growth rescue; percent above DMSO median, 100 means doubled. growth rescue, % at 18.8 µM;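 active = every valid replicate shows activation above 250% relative to neutral control wells; inactive = the rest, any valid replicate at or below 250%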;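 also: OY570 slx delta 5 strain wells were the positive control but not used for scaling; some compounds called inactive have numbers as strong as hits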
# AddAB inh: growth inhibition of E. coli expressing H. pylori AddAB, primary screen, AddAB inhibitor project, absorbance. AID 435030, 2010. inhibition, % at 11.9 µM. hit rate 0.29% among 330,000; in the data active = inhibition above about 12%;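 also: 0% = vehicle wells of infected cells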
# Arrestin-AP2 inh: inhibitors of beta-arrestin/AP2 binding, primary screen, biochemical, GPCR trafficking, flow cytometry | FITC-arrestin peptide / GST-AP2 beads; AP2 beta2 appendage carries R879A mutation | inhibition, % at 10 µM | beta-arrestin 1 C-terminal peptide binding to AP2 beta2-adaptin appendage (human) | hit rate 0.31% among 340,000;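 active = inhibition above a set limit, near 3 SD of compounds lacking own fluorescence, cut at about 54% in these data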;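 also: plate controls were DMSO wells for no effect and 5 µM unlabelled arrestin peptide for full effect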
#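 Test system: GST-tagged AP2 beta2-adaptin appendage (R879A) on 4 µm glutathione beads; also added: fluorescein-tagged arrestin peptide at 50 nM final; timing: 12 min plus 1 h, RT; signal: flow cytometry, FL1 (488/535 nm); read-out: percent drop in bead-associated FITC signal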
# phage Ecoli inh: growth loss of phage-infected E. coli, primary screen, RecBCD inhibitor project, absorbance, with phage, HTS; hit rate 0.26% among 360,000; AID 651602, 2012; inhibition, % at 11.9 µM; in the data active = inhibition above about 11%
# PfHsp90 yeast 2: growth inhibition of PfHsp90-expressing yeast, primary screen, antimalarial PfHsp90 inhibitor project, S. cerevisiae, BacTiter-Glo luminescence, single point, set 2. hit rate 0.32% among 310,000. inhibition, % at 9.4 µM. BacTiter-Glo ATP, 48 h; yeast lacking PDR1 and PDR3 efflux regulators;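 active = every replicate shows inhibition above about 80%, whatever the replicate mean, limit read from the data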;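 also: 0% = DMSO neutral controls and 100% = 20 µM radicicol positive controls; yeast relying on Plasmodium falciparum Hsp90 in place of its own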
# PKA-R1A act: activators of PKA-R1A holoenzyme, primary screen, biochemical, fluorescence polarization, Cy5-IP20, bovine R1A, mouse PKAc | activation, % at 11.4 µM | AID 504707, 2011 | hit rate 0.083% among 340,000 | PKA-R1A dissociation; scaled: DMSO 0%, 113 µM cGMP 100%;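 active = percent activation above the mean of all tested compounds plus 3 SD, cut at about 19% in these data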;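 also: higher means more PKAc released from R1A so a rise in polarization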
# Numbers without * were called inactive; · = no result given.
SMILES,MOR-DOR inv ag,MOR-DOR ag,Ecoli viability,Tat export inh,DSG3 Ab inh,Mot1-301 SUMO,AddAB inh,Arrestin-AP2 inh,phage Ecoli inh,PfHsp90 yeast 2,PKA-R1A act
COc1ccc(C(C)NCCC(c2ccc(OC(C)C)cc2)c2ccccc2OC)cc1 (stereo unspecified),-135,23*,·,12,105,-23,·,10,4.4,8,-3
O=S(=O)(c1ccc(F)cc1)N1CCN(CCOc2ccccc2)CC1,9,-1.8,-2.7,-6,121,48,-0.3,1,1.9,8,3
N#Cc1ccc(C2=CC(=O)C[C@H](c3ccc(F)cc3)C2)cc1,5,-0.8,-2.4,-4,107,-14,-0.2,-2,1.9,19,7
Cc1ccc(-c2nnc(-c3ccc(Br)cc3)o2)o1,-9,1.8,-0.2,-6,·,0,-0.7,11,2.0,-12,-20
CC(C)[C@H](NC(=O)N1CC(=O)Nc2ccccc21)C(=O)Nc1nccs1,9,-1.7,-0.8,-1,·,23,5.4,45,0.9,-6,2
CCN(C(=O)c1cnc(N2CCN(c3ncccn3)CC2)c2ccccc12)c1cccc(Cl)c1,1,-0.3,-0.3,14,105,-8,0.2,-1,0.4,-12,1
CC(C)NC(=O)c1ccc(COCC(F)(F)F)cc1,-4,0.7,-0.6,3,102,-6,-1.0,2,4.2,2,2
COc1cc(C(=O)NC23CC4CC(CC(C4)C2)C3)cc(OC)c1OC,3,-0.6,·,-13,110,0,·,6,0.0,-11,-11
Cc1ccc(S(=O)(=O)N2CCN(C(=O)c3ccco3)CC2)cc1C,-9,2.1,0.4,-6,116,-4,-0.7,13,-0.1,-12,-5
O=S(=O)(N/N=C/c1ccccc1OCc1ccc(Cl)cc1)c1ccccc1,-25,4.0,0.3,-1,92,9,2.2,-3,3.1,-15,-13
O=[N+]([O-])c1cc(S(=O)(=O)Nc2ccc(Cl)cc2)ccc1N/N=C/c1ccncc1,12,-2.1,1.0,-6,86,-12,5.2,37,0.8,2,-10
CCc1ccccc1NC(=O)CCC(=O)OCC(=O)c1ccc(-c2ccccc2)cc1,-6,1.1,-2.3,-10,103,80,-2.2,-2,3.6,-16,-3
O=C1CC(Sc2ncccn2)C(=O)N1c1ccccc1C(F)(F)F (stereo unspecified),2,-0.3,1.3,-1,100,300,-0.2,13,1.3,43,-1
O=C(O)CC(Cc1ccccc1)C(=O)Nc1ccc([N+](=O)[O-])cc1 (stereo unspecified),20,-4.1,-2.2,2,76,8,-0.2,-3,2.5,0,-5
COc1ccccc1N1CCN(C(c2cc3ccc(C)cc3[nH]c2=O)c2nnnn2C2CCCC2)CC1 (stereo unspecified),10,-2.0,0.1,-8,90,-11,0.7,38,1.1,9,1
NC(Cc1ccc(O)c([N+](=O)[O-])c1)C(=O)O (stereo unspecified),10,-2.0,0.3,-10,92,10,4.0,26,4.0,4,-4
CC(C)CCNC(=O)c1onc(CSc2ccccc2)c1C(=O)NCCC(C)C,-18,3.4,0.4,10,101,-3,-1.0,-6,3.6,-7,1
CCOc1ccccc1CNC(=O)CCc1cn(C)c2ccccc12,3,-0.6,-0.7,5,97,-7,0.2,-1,0.2,-4,-1
O=C(CSC1=NC(=O)C(Cc2ccccc2)C(=O)N1)Nc1ncc(Br)cc1Br (stereo unspecified),8,-1.4,0.6,5,97,327*,5.4,24,3.3,-2,3
Cc1c(NC(=O)/C(=C/c2cccs2)c2cccs2)c(=O)n(-c2ccccc2)n1C,4,-0.8,-3.0,-8,·,-3,1.2,9,0.7,-10,-8
COc1ccc(NC(=O)CN(C)S(=O)(=O)c2ccc3c(c2)NC(=O)CS3)cc1,7,-1.3,0.8,-7,100,-5,1.1,-5,2.7,-7,-1
Cc1noc(C)c1S(=O)(=O)NCCc1ccc(S(N)(=O)=O)cc1,-3,0.5,-0.1,-6,97,-10,1.6,5,0.0,-8,-14
CCSc1nnc2c(n1)OC1(CCCC1)Nc1ccccc1-2,4,-0.7,0.3,-1,97,-4,-0.9,-8,2.9,-7,-10
CCn1cc([N+](=O)[O-])c(C(=O)N2N=C(c3ccc4ccccc4c3)CC2c2ccccc2O)n1 (stereo unspecified),13,-2.2,0.3,5,98,-18,2.1,0,1.5,-4,-1
CCOC(=O)c1cnc(-n2nc(C)cc2C)nc1N(C)C,-8,1.7,-3.0,-7,99,58,-2.8,5,1.7,·,3
# More records follow.
SMILES,MOR-DOR inv ag,MOR-DOR ag,Ecoli viability,Tat export inh,DSG3 Ab inh,Mot1-301 SUMO,AddAB inh,Arrestin-AP2 inh,phage Ecoli inh,PfHsp90 yeast 2,PKA-R1A act
CN(C)C(CNC(=O)c1cc(S(=O)(=O)N(C)c2ccc(F)cc2)ccc1Cl)c1ccco1 (stereo unspecified),5,-0.8,1.4,13,97,5,5.3,-4,0.1,·,6
C=CCOc1ccc(C(=O)/C=C2/C(=O)Nc3ccccc32)cc1,-6,1.4,-0.9,4,94,-10,0.2,-17,2.0,-49,-4
Cc1ccc(S(=O)(=O)NCCSc2nnnn2-c2ccccc2)cc1,1,-0.2,-0.6,-4,101,11,2.1,-4,2.3,-13,7
CCc1nnc(SCC(=O)Nc2ccc3c(c2)OCO3)o1,6,-1.0,0.9,5,113,3,5.3,-2,-0.5,13,0
S=c1[nH]nc(-c2ccccc2)c2ccccc12,23,-4.0,0.0,-13,95,12,3.1,-6,1.1,1,-5
Cc1ccc(C(C(=O)Nc2ccc3c(c2)OCO3)N(C)C(=O)/C=C\c2ccc3c(c2)OCO3)cc1 (stereo unspecified),8,-1.5,0.5,-1,112,383*,1.9,6,5.0,2,-12
CN(C(=S)NC(=O)Cc1ccccc1)c1ccccc1,12,-2.6,-0.2,-3,100,274,1.5,-7,-0.8,-65,0
CCOC(=O)c1c(NC(C)=O)sc2c1CCN(Cc1ccccc1)C2,-17,2.9,-2.3,-4,110,12,-0.2,-2,1.9,-14,-9
Cc1ccnc(Nc2nc(-c3ccc(O)cc3)cs2)c1,10,-1.9,1.9,-1,112,-20,0.9,-2,1.6,-6,6
COc1cc2c(cc1OC)[C@@H](NC(=O)CCc1ccccc1)[C@H](O)C2,19,-4.0,1.1,-10,101,·,1.4,-2,1.6,-3,-6
c1csc(-c2nc(-c3ccncc3)no2)c1,13,-2.3,0.2,0,85,19,1.5,-10,2.6,16,-8
O=C(CSC(=S)N1CCCC1)N1CCN(S(=O)(=O)c2cccc([N+](=O)[O-])c2)CC1,-10,1.9,-0.6,2,105,8,2.8,13,-0.7,-13,7
CC1CCN(CC(=O)Nc2ccccc2Sc2ccccc2)CC1,-7,1.5,2.3,12,78,-3,2.1,-1,4.9,8,-11
O=C(CN1CCN(CCO)CC1)Nc1ccccc1,7,-1.3,-1.7,11,96,-12,2.8,-1,1.6,12,-8
CCOc1cccc(=O)c2c(C)n(Cc3ccccc3)c(C)c12,9,-1.3,-0.8,-1,103,-5,2.4,9,3.9,4,-10
CN(Cc1ccccc1)C(=O)c1nc[nH]c1C(=O)N1CCN(c2ccccc2)CC1,10,-1.7,-0.1,3,95,-7,0.2,-1,3.6,20,-11
C=CCNC(=O)C(C)N1c2cccc3cccc(c23)S1(=O)=O (stereo unspecified),3,-0.5,0.2,12,108,-6,3.1,5,-0.3,-21,3
COP(=O)(OC)C(Nc1cc(Cl)cc(Cl)c1)c1cccc(O)c1 (stereo unspecified),11,-1.7,-1.8,5,84,182,-1.9,29,2.0,-5,8
CN(C)c1ccc(NC(=O)c2ccc(N3CCOCC3)nc2)cc1,-7,1.2,-0.2,-6,104,-10,0.1,25,1.6,-1,-8
C/C(N)=C(/C#N)C(=O)COC(=O)c1oc2ccccc2c1COC(C)C,-2,0.4,-0.7,0,105,392,2.9,7,-0.2,-32,-4
COc1ccc(Cn2c(C)nc3oc4cc(OC)ccc4c(=O)c3c2=O)cc1,10,-1.8,·,5,114,·,·,-5,2.5,-4,1
COc1cc(C=Nc2ccccc2C(=O)Nc2ccccc2)cc(OC)c1OC,11,-2.2,1.2,11,·,-12,1.7,1,2.0,8,4
COc1ccc(-c2cc(=O)c3c(O)c(OC)c(O)cc3o2)cc1,0,0.1,0.2,2,104,5,5.5,-3,2.5,24,-7
CCc1cccc(NC(=O)c2cccc(S(=O)(=O)N3CCN(C)CC3)c2)c1,8,-1.3,-4.0,-3,92,-3,2.6,29,4.3,8,3
O=C(CSCCO)Nc1ccc(C23CC4CC(CC(C4)C2)C3)cc1,6,-1.1,0.7,1,·,-7,3.7,5,3.6,-31,3

# Single values from above.
# C/C(N)=C(/C#N)C(=O)COC(=O)c1oc2ccccc2c1COC(C)C | AddAB inh = 2.9
# COc1ccc(Cn2c(C)nc3oc4cc(OC)ccc4c(=O)c3c2=O)cc1 | PKA-R1A act = 1

# (listing goes on)
SMILES,MOR-DOR inv ag,MOR-DOR ag,Ecoli viability,Tat export inh,DSG3 Ab inh,Mot1-301 SUMO,AddAB inh,Arrestin-AP2 inh,phage Ecoli inh,PfHsp90 yeast 2,PKA-R1A act
COc1cc(C(CC(=O)O)n2cnnn2)ccc1OC(C)C (stereo unspecified),·,·,-3.0,0,101,106,1.1,-2,6.0,-16,·
CC(=O)c1sc(NC(=O)CN2C(=O)NC3(CCCC3)C2=O)nc1-c1ccccc1,13,-2.3,1.8,2,107,2,1.9,8,-0.5,17,-6
COc1ccc(C(=O)CNc2ccc3ccccc3c2)cc1,·,·,·,0,96,·,·,3,3.5,12,·
COc1ccc(N2C(=O)CC(N3CCOCC3)C2=O)cc1 (stereo unspecified),14,-3.2,-0.2,3,·,-15,1.6,-3,1.9,9,-6
C/C(=N\NS(=O)(=O)c1ccccc1)c1ccccc1,12,-2.1,0.8,5,98,7,2.3,7,1.9,-5,-6
CC(C)(C)[C@@H]1CCC(=O)N(CC[C@H](Sc2ccccc2)c2ccccc2)CC1,-17,2.9,1.7,-1,98,-18,-0.7,8,1.3,-2,-6
O=C(COC(=O)c1c2c(nc3ccccc13)/C(=C\c1cccs1)CCC2)Nc1ccccc1,-12,1.9,-0.4,1,93,2,-0.8,18,4.9,3,5
COc1ccc(S(=O)(=O)N2CCC(C(=O)Oc3c(OC)cccc3OC)CC2)cc1OC,7,-1.2,1.7,4,111,-2,3.7,3,2.5,4,2

# Not a hit list; about 2.8% have a hit in one of these screens.
